S3 lipid droplet: qHTS Assay for Lipid Storage Modulators in Drosophila S3 Cells. Drosophila S3 cells, BODIPY lipid droplet fluorescence, 18-24 h; cells fed with added oleic acid. Potency in µM for hits, for the others lipid storage change, negative = inhibition, % at the top dose, mostly 46.1 µM. hit rate 0.64% among 320,000. AID 2685; active means well fitted inhibition curve with a large enough effect in the signal ratio, with a control signal flat, not every such curve was filed as active; inconclusive means small, poorly fitted or top-dose-only effect, or effect the other way, or a change in a side signal; the % refers to the signal ratio
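Drosophila S3 cells got compounds at several concentrations plus oleic acid (400 uM solution). Laser-scanning cytometry with 488 nm excitation read lipid droplets at 500-530 nm and cells at 575-640 nm. Percent activity was relative to 20 uM Triacsin C.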
S3 lipid droplet cell count max: recorded beside S3 lipid droplet, whose call it bears; cell number change, %; measured here: cell count max response;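 cells counted by Cell Tracker Red CMTPX staining in the red channel; peak over a dose series mostly up to 46.1 µM; percent activity relative to internal control wells on each plate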
Starred values were filed as active, the others as inactive; i = inactive; ? = inconclusive; . = not tested or not shown; [ ] = remark or other dose. On the % scale 0 is the no-effect control and ±100 the full control effect; potency means the concentration at half of the fitted maximal effect. The list is partial (hit frequency here may not be typical).

SMILES | S3 lipid droplet | S3 lipid droplet cell count max
C(=C/c1nccc2c1[nH]c1ccccc12)/c1ccc2c(c1)OCO2 | ? | .
Cc1cccc(N(C(=O)c2csnn2)C(C(=O)NC(C)(C)C)c2ccncc2)c1 (stereo not drawn) | 1% | -17
COc1ccc(CCC(=O)Nc2nc3c(s2)CN(C)CC3)cc1OC | ? | .
COc1cc(OC)cc(C(=O)NCC(=O)OCC(=O)Nc2ccc3c(c2)OCO3)c1 | ? | .
CC(C)C1N(C(=O)CN2CCCC2)CCN1S(=O)(=O)c1ccccc1 (stereo not drawn) | 8% | -8
O=C(O)c1cn(C2CC2)c2cc(N3CCN(S(=O)(=O)c4ccc5c(c4)OCCO5)CC3)c(F)cc2c1=O | ? | .
CCOC(=O)c1nnc(-c2ccccc2)nc1NC | 7% | 4
O=C(NC(=S)Nc1cccc2c(O)cccc12)c1ccco1 | ? | .
CSC1=NC2(CCCCC2)CC12C=CC(=O)C=C2 | -19% | -8
O=C(N/N=C\c1ccc(Oc2ccccc2)cc1)c1csnn1 | ? | .
Cc1ccc2occ(C(=O)c3ccco3)c(=O)c2c1 | ? | .
CCOc1ccc(C(=O)NC2CCN(C(=O)Nc3ccccc3OC)CC2)cc1 | ? | .
COc1cccc(C(=O)OC(C)C(=O)Nc2ccc3c(c2)OCO3)c1 (stereo not drawn) | 12% | -15
Cc1cccc(-n2cc(-c3ccccc3)c3c(N4CCOCC4)ncnc32)c1 | 9% | 18
CCOC(=O)c1oc2cccc(OCC(O)CNC(C)C)c2c1C (stereo not drawn) | i | -6
Cc1cc(C(=O)NC2CCCc3ccccc32)ccc1[N+](=O)[O-] (stereo not drawn) | i | -10
COC(=O)C1=C(C)N(CCc2ccc(OC)c(OC)c2)C(=O)C1 | i | .
CC(C)N1C(=O)CCC1C(=O)NC1CCCC1 (stereo not drawn) | -1% | -2
COc1ccc(CC(=O)NCC2CCCN(Cc3ccccc3OC)C2)cc1 (stereo not drawn) | i | 21
CCn1nc(C)c(CN2CCN(Cc3ccc(OC)c(C)c3C)C(CCO)C2)c1C (stereo not drawn) | 8% | 3
N=c1c2c(n(Cc3ccc(F)cc3)c3c1CCC3)CCC2 | 4% | .
C/C(=N\NC(=O)c1ccc(Cl)cc1)c1cccc(NC(=O)C(C)C)c1 | i | -4
Cc1ccc(C(=O)N2CCC(Cc3ccccc3)CC2)cc1S(=O)(=O)N1CCOCC1 | 14%[0.0737 µM] | .
CC(=O)N1CCN(S(=O)(=O)c2ccc(F)c(Cl)c2)CC1 | ? | .
Nc1ncncc1-c1ccc2ccccc2c1 | 13% | 10
COc1cccc(NC(=O)c2cc(-c3ccc(C)o3)nc3ccccc23)c1 | ? | .
CC(=O)N/C(=N/c1nc(C)cc(C)n1)Nc1cccc(C)c1C | -5% | .
CCOC(=O)[C@H]1[C@H]2COc3ccc(Cl)cc3[C@@H]2N2C(=O)CN(Cc3ccc(OC)cc3)C(=O)[C@@]12C | ? | .
COc1cc(O)c(C(CCN2CCN(c3ccccc3)CC2)c2cc(OC)c(OC)c(OC)c2)c(OC)c1 (stereo not drawn) | 10% | 9
O=C(NCc1ccccc1)C(c1ccccc1F)N(CC1CCCO1)C(=O)c1ccccn1 (stereo not drawn) | i | 3
COc1ccc(C(C#N)N2N=C(C)CC2c2ccccc2)cc1OC (stereo not drawn) | ? | .
COc1ccc2c(Cl)c(-c3nnc(SCC(=O)c4ccccc4)n3C)sc2c1 | ? | .
CCOC(=O)N1CCN(C(=O)CSc2ccc(C(=O)OC)cc2[N+](=O)[O-])CC1 | 19% | 3
CCc1ccc(NC(=O)CS(=O)CC(=O)Nc2ccc(N3CCOCC3)cc2)cc1 (stereo not drawn) | i | 3
COc1ccc(/C=N/c2c(-c3ccco3)nc3ccccn23)cc1OC | -22% | -11
CC(Oc1ccc2c3c(c(=O)oc2c1)CCCC3)C(=O)NCC1CCC(C(=O)O)CC1 (stereo not drawn) | ? | .
CCCCCc1ccc(-c2ccc(/C=C/C(N)=O)cc2)nc1 | 5% | -2
O=C(COC(=O)c1cnccn1)c1cccc([N+](=O)[O-])c1 | -11% | 16
Cc1sc2ncnc(N3CCC(C(=O)Nc4nc(-c5cccs5)cs4)CC3)c2c1C | i | -3
COc1ccc2oc(=O)c(C(=O)NCc3ccccc3)cc2c1 | ? | .
CSCCC(Nc1nc2ccccc2s1)C(=O)O (stereo not drawn) | ? | .
CC1CCCC(N2CCN(S(=O)(=O)c3ccccc3)CC2)C1 (stereo not drawn) | i | 9
Cc1ccc2cc(C3C(C#N)=C(N)Oc4c3ccc3cccnc43)c(=O)[nH]c2c1 (stereo not drawn) | ? | .
COc1cccc2sc(N3CCN(c4nc5ccccc5s4)CC3)nc12 | ? | .
Cc1cccc2c1N(CCCOc1ccccc1)C(=O)C2=O | -12% | 5
Cc1ccc(O)c(C(=O)c2cnc3c(c2)CN(CCC(C)C)C(=O)N3)c1 | ? | .
Cc1ccccc1Nc1c(N)c(=O)oc2ccccc12 | ? | .
O=C(Nc1nnc(-c2cc(Cl)ccc2Cl)o1)C1=COCCO1 | ? | .
COc1ccc(CCNC(=O)CSc2nnc(Cn3c(=O)sc4ccccc43)n2C)cc1OC | ? | .
Cc1cc(Cl)ccc1C1=CC(=O)C[C@H](c2ccc(F)cc2)C1 | ? | .
O=C(Nc1ccc(-c2nc3ccccc3o2)cc1)C1CCCO1 (stereo not drawn) | -24% | -20
O=C(O)C1C2C=CC(O2)C1C(=O)NCCC1=CCCCC1 (stereo not drawn) | -8% | 28
CCN(CC)c1ccc(NC(=O)c2ccccc2F)cc1S(=O)(=O)Nc1ccccc1OC | 22% | -14
CN(C)/N=C/c1c(O)ccc2ccccc12 | i | .
Cc1ccc(OCCNC(=O)/C=C/c2ccccc2)cc1 | ? | .
COc1ccccc1OCCn1c(=O)sc2ccccc21 | ? | .
Cc1cc(C)n(C(=O)c2cc([N+](=O)[O-])cc([N+](=O)[O-])c2)n1 | 14% | -6
COc1cccc(C(=O)NCC(=O)OCC(=O)c2ccccc2)c1 | ? | .
Cc1ccc(S(=O)(=O)N2CCN(c3nc(C)nc4sc(C)c(C)c34)CC2)cc1 | 24% | .
COc1cc(NC(=O)CCCOc2ccc(Cl)cc2Cl)c(C(=O)O)cc1OC | 11% | 26
Carrying on:
SMILES | S3 lipid droplet | S3 lipid droplet cell count max
CCOc1ccc(NC(=O)C2CC(=O)N(CCc3ccc(OC)c(OC)c3)C2)cc1OCC (stereo not drawn) | ? | .
COc1cccc(CC(=O)NCCCSc2ccccc2)c1 | -6% | -8
Cc1csc(NC(=O)CSc2nsc(SCC(=O)Nc3nc(C)cs3)c2C#N)n1 | 6% | -13
CC(C)(C)C(=O)COc1ccccc1[N+](=O)[O-] | 21%[9.22 µM] | 3
C/C(CC(=O)Nc1cccc(F)c1)=N\NC(=O)c1ccncc1 | ? | .
Cc1ccc(C2C(C(=O)c3ccco3)=C(O)C(=O)N2c2nnc(C)s2)cc1 (stereo not drawn) | 4% | -10
Cc1ccc(CCN2C(Nc3ccccc3)=NC[C@@H]2C)cc1 | ? | .
COc1ccccc1OCCn1c(SCC(=O)O)nc2ccccc21 | 2% | -1
Cc1nc2ccc(NC(=O)c3ccc(=O)[nH]c3)cc2s1 | i | 22
COc1cc(/C=C2\SC(=O)N(c3ccc(Cl)cc3)C2=O)cc([N+](=O)[O-])c1O | -16% | -20
Cc1cc(NC(=O)c2cc(-c3cccnc3)nc3c(C)c(C)ccc23)no1 | ? | .
O=C(Nc1ccccc1C(=O)Nc1ccccc1C(=O)NCc1ccco1)c1ccco1 | ? | .
CCc1nnc(NC(=O)CSc2nc(-c3ccccc3)nc3ccccc23)s1 | ? | .
Cc1cc(Br)ccc1NC(=O)CSc1nnc(CN2CCOCC2)n1C | i | .
CC1(C)C(C=C(Cl)Cl)C1C(=O)N(Cc1cccc(Cl)c1)C1CCS(=O)(=O)C1 (stereo not drawn) | ? | .
Cc1cccc(N2CCN(C(=O)Cn3ccc4ccccc4c3=O)CC2)c1C | i | .
COc1cccc(NC(=O)N2CCCC2C(=O)Nc2ccc3c(c2)OCO3)c1 (stereo not drawn) | 10% | -7
Cc1cccc(NC(=S)NC(C)(C)CC(C)(C)C)c1 | ? | .
COc1ccc(C(=O)N2CCCCCC2)cc1OC1CCN(C(C)=O)CC1 | ? | .
COc1cc2c(C(=O)NCc3ccc(C)o3)cn(CC(C)C)c(=O)c2cc1OC | 0% | 20
CCC1CCCCN1C(=O)CCNS(=O)(=O)c1ccc2c(c1)oc(=O)n2C (stereo not drawn) | i | 24
S=C(NCc1ccco1)Nc1ccc(Oc2ccccc2)cc1 | ? | .
CC1(c2ccccc2)NC(=O)N(CC(=O)N2CCN(S(=O)(=O)c3cccs3)CC2)C1=O (stereo not drawn) | ? | .
CCCc1cc(=O)[nH]c(SCC(=O)NC(=O)OCC)n1 | ? | .
O=C(O)c1ccccc1/C=N/n1c(C2CCCCC2)n[nH]c1=S | 0% | -11
Cc1cc(C)n(-c2ccc(C(=O)Nc3cccnc3Cl)cc2)n1 | ? | .
CCn1c2ccccc2c2cc(NC(=O)c3cc(OC)cc(OC)c3)ccc21 | ? | .
CCc1c(C)nc2ncnn2c1NCc1cccs1 | i | .
Cn1c(-c2csc(-c3cccc(C(F)(F)F)c3)n2)n[nH]c1=S | ? | .
COc1ccc(C2SCC(=O)N2CCc2ccc(OC)c(OC)c2)cc1 (stereo not drawn) | ? | .
Cc1c(NS(=O)(=O)c2cc(Br)cc3c2N(C(=O)C2CC2)CC3)c(=O)n(-c2ccccc2)n1C | 2% | 5
CC1=CC(c2ccccc2)n2nc(N3C(=O)c4ccccc4C3=O)nc2N1 (stereo not drawn) | ? | .
O=C(CSc1ccc2ccccc2n1)N1CCC(c2noc3ccc(F)cc23)CC1 | ? | .
Cn1c(=O)c2c(nc(Br)n2Cc2nnc(N)s2)n(C)c1=O | ? | .
CC(C)N1CCN(Cc2ccc(Sc3nncn3C)o2)CC1CCO (stereo not drawn) | ? | .
O=C1NC2(CCCC2)N=C1c1ccc(Cl)cc1 | ? | .
COc1ccc(CNC(=O)C2CCN(S(=O)(=O)c3cccnc3)CC2)cc1 | ? | .
COCCOc1cc(-n2cccc2)c(Cl)cc1Cl | i | .
O=C1CS/C(=N/N=C/c2ccncc2)N1 | -5% | 3
O=c1oc2ccccc2cc1-c1nc2ccccc2o1 | 0% | -1
COC(=O)c1ccc(NC(=O)Cn2nc(SC)n(N)c2=S)cc1 | 16% | .
C=CCNc1nc(C(=O)OCC(=O)N(Cc2ccccc2)C(C)C)cs1 | ? | .
Cc1sc2ncnc(N(C)Cc3ccco3)c2c1C | ? | .
NS(=O)(=O)c1ccc(CCNC(=O)CCCn2ncn3c(cc4occc43)c2=O)cc1 | i | 3
O=C(COc1ccc2ccccc2c1Br)NNC(=O)Nc1ccccc1 | ? | .
Cc1ccc(C2CC(=O)Nc3cc4c(cc32)OCO4)o1 (stereo not drawn) | ? | .
NC(=O)c1ccc(Cc2ncc(C(F)(F)F)cc2Cl)s1 | 37% | .
Cc1c2cnn(CC(=O)Nc3c(F)c(F)cc(F)c3F)c(=O)c2c(C)n1Cc1ccc(F)cc1 | ? | .
Cc1cc(=O)[nH]c(SCc2csc(-c3ccccc3)n2)n1 | ? | .
CC(C)c1ccccc1OCC(=O)NC1CCCc2ccccc21 (stereo not drawn) | -18% | -11
CCS(=O)(=O)N1CCC(C(=O)NC2CCCCC2)CC1 | ? | .
CC(=O)c1cc(C)ccc1OC(=O)CN1C(=O)c2ccccc2C1=O | 6% | .
COc1ccccc1-n1c(SCC(=O)NCC2CCCO2)nc2c([nH]c3ccccc32)c1=O (stereo not drawn) | ? | .

Screening data (PubChem BioAssay)
